Bioassay records: PubChem, several laboratories
PPARg SRC-1 ag: promotes SRC-1 coactivator recruitment by human PPARgamma | P37231 | PPARgamma-SRC-1 coactivator recruitment biochemical assay | activation, % at 8 µM | 200,000 tested, 0.41% active; in the data active = activation above about 19%;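 note: 0% = DMSO and 100% = reference agonist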
Target sequence (P37231 whole entry, looked up): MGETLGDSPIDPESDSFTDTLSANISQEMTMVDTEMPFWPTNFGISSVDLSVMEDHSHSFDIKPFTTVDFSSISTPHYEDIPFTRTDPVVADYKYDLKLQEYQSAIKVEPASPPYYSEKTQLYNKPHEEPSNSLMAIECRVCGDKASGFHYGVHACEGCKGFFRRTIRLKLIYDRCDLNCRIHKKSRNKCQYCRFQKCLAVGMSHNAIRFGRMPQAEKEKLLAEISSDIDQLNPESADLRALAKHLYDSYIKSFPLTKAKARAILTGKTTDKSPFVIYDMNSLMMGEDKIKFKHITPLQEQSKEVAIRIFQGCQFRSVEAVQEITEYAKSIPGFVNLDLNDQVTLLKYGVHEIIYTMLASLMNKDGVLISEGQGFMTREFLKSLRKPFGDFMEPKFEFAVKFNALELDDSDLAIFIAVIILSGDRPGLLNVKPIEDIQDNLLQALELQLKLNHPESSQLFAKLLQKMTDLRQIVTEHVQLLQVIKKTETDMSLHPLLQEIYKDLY
PPARg SRC-3 ag: PPARgamma-driven SRC-3 recruitment agonism; AID 731; activation, % at 8 µM; 200,000 tested, 0.26% active; biochemical PPARgamma/SRC-3 coactivator recruitment assay; in the data active = activation above about 23%;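 note: 0% = DMSO and 100% = reference agonist; some compounds past the cut are filed as inactive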
PMI act satM6P: increases human PMI activity with near-saturating mannose 6-phosphate | coupled PMI enzyme assay, resazurin fluorescence, 20 min; active compounds read high; 1 = untreated enzyme, 0 = substrate-free blank | P34949 | activation factor at 20 µM | AID 1216 | 190,000 tested, 0.34% active;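 active = activation factor of 2 or more at 20 µM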
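assay system = human phosphomannose isomerase with PGI, G6PDH, diaphorase coupling enzymes | quantity = 15 ng/mL PMI | incubation = enzyme reaction with compound 20 min at room temperature | medium = HEPES pH 7.4 buffer with MgCl2 and Tween-20 | compound dosing = one concentration, 20 µM, in 1% DMSO | measured by = Diaphorase-driven resazurin-to-resorufin fluorescence, excitation 544, emission 590 nm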
TR-FRET SRC-2 ct: TR-FRET artefact, counter-screen to PPARgamma/SRC-2 agonist assay; AID 1049; TR-FRET ratio at 8 µM; active compounds read high; 200,000 tested, 0.4% active; in the data active = TR-FRET ratio above about 2000; note: inactives centre near 1500
PMI act: increases human mannose-6-phosphate isomerase activity. activation factor at 20 µM. P34949. purified human PMI, coupled resazurin fluorescence, 20 min; active compounds read high; 1 = vehicle control, 0 substrate-free wells. 190,000 tested, 0.005% active;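 active = activation factor of 2 or more at 20 µM, relative to plate controls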
PPARg SRC2 recr: agonists of SRC-2 recruitment by human PPARgamma; P37231; PPARgamma LBD-SRC-2 recruitment, biochemical; activation, % at 8 µM; 200,000 tested, 0.34% active; in the data active = activation above about 22%;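 note: 0% = vehicle and 100% = reference agonist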
Diaph inh CS: diaphorase inhibition or chemical oxidation counter-screen | AID 1217 | 190,000 tested, 0.69% active | diaphorase resazurin-to-resorufin fluorescence, NADH, 16 min; bacterial (C. kluyveri) enzyme, not human | inhibition, % at 20 µM;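 active = primary screen inhibition at 20 µM above a set limit, cut at about 50% in these data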;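 note: plate controls were DMSO with full reaction for no effect and wells lacking NADH for full effect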
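controls = No-NADH positive control and DMSO neutral control | system = Clostridium kluyveri diaphorase enzyme | timing = reaction incubation of 16 min at room temperature | signal = resorufin fluorescence 544/590 nm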
S1P3 antag: blocks the human S1P3 receptor | 170,000 tested, 0.27% active | CHO S1P3 NFAT-BLA reporter, FRET fluorescence, antagonist mode | inhibition, % at 4.98 µM;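 active = inhibition above the plate cutoff, the mean inhibition of test wells on that plate plus 3 SD, cut at about 28% in these data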;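 note: cells challenged with S1P at its EC80 of 0.8 µM; blue over green emission ratio from cleaved BLA substrate after 4 h stimulation; 0% = S1P-stimulated wells and 100% = unstimulated DMSO-only wells; some compounds past the cut are filed as inactive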
Target sequence (Q99500 whole entry, looked up): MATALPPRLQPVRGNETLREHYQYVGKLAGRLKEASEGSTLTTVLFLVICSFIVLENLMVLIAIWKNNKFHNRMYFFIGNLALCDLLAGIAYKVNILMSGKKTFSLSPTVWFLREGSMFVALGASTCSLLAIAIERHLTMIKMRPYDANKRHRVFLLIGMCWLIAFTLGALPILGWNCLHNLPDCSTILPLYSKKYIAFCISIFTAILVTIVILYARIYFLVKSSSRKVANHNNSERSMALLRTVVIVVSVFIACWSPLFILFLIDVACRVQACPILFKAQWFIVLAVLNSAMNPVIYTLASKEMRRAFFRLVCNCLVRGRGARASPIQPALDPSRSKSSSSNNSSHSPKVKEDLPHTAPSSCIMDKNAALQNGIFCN
ROMK mod: human ROMK K+ channel modulation, primary screen | P48048 | Tet-inducible ROMK, thallium flux fluorescence; actives lie on both sides | B-score at 10 µM | 130,000 tested, 2% active;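 active = signal ratio slope over the read window, or its plate-corrected B-score, at least 3 SD from the plate mean, either direction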;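 note: B-score of the F/F0 ratio slope over 7 to 12 s after thallium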
G6PDH counter: inhibits Leuconostoc G6PDH, flagging false hits in G6PDH-based assays. 200,000 tested, 0.12% active. inhibition, % at 5 µM. Purified L. mesenteroides G6PDH, diaphorase/resazurin coupled fluorescence, 45 min. AID 1020; in the data active = inhibition above about 50%
Diaph act CS: diaphorase activation or chemical reduction counter-screen | Diaphorase/resazurin coupled assay, resorufin fluorescence, 16 min; active compounds read high; 1 = vehicle wells, 0 = NADH-free wells | activation factor at 20 µM | 190,000 tested, 0.005% active | AID 1229;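 active = diaphorase activity raised at least twofold by the compound at 20 µM; inactive = activation factor below 2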
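Assay system: bacterial diaphorase enzyme (C. kluyveri) / Input: enzyme 0.07 U/mL final / Medium: 50 mM HEPES pH 7.4 with 4.542 mM MgCl2, 0.005% Tween 20 / Doses: single compound dose of 20 µM, 1% DMSO final / Incubation: 16 min enzyme reaction, ambient temperature / Signal: fluorescence, excitation 544 nm and emission 590 nm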
Starred values were filed as active, the others as inactive; . = no result given.

[1] CCOc1ccc(S(=O)(=O)Nc2cccc(C)c2)c2cccnc12
[2] O=C(NCc1ccco1)c1cc2c(s1)CCCCC2
[3] O=C(CSc1nnc(-c2ccco2)n1Cc1ccco1)Nc1ccccc1
[4] O=C(Nc1nccs1)c1cccc(NC(=O)c2ccco2)c1
[5] COc1ccccc1-n1cnnc1SCC(=O)Nc1cc(C(C)(C)C)nn1-c1ccccc1
[6] C=C(C)CSCc1nc2ccccc2[nH]1
[7] Cc1c2c(nc3nnnn13)CCCC2
[8] O=C1Nc2ccc(S(=O)(=O)N3CCCC3)c3cccc1c23

Screen / compound no.	1	2	3	4	5	6	7	8
PPARg SRC-1 ag	8	-7	0	-2	-8	4	0	-7
PPARg SRC-3 ag	2	4	11	-2	5	-11	2	-8
PMI act satM6P	1	1.1	1	1.1	0.8	1	0.9	1.1
TR-FRET SRC-2 ct	1717	1428	1664	1586	1347	1601	1543	1462
PMI act	1	1	1	1.1	0.8	1	0.9	1.1
PPARg SRC2 recr	5	-2	3	0	-8	1	11	2
Diaph inh CS	8	-4	15	1	16	4	12	9
S1P3 antag	-3	14	.	.	-8	-6	5	.
ROMK mod	.	.	.	.	.	.	-0.2	-1.2
G6PDH counter	12	29	9	-4	5	-1	4	0
Diaph act CS	0.9	1	0.9	1	0.8	1	0.9	0.9

[9] CCSc1nnc(NC(=O)CSc2nnc(-c3c[nH]c4ccccc34)n2C)s1
[10] C/C(=N\OCc1ccccc1)c1c(O)cc(C(C)C)n(-c2ccccc2)c1=O
[11] COCCNC(=S)NN=C1CCCCC1
[12] COc1ccc(-c2nc(CSCC(=O)N3CCC(C(N)=O)CC3)c(C)o2)cc1OC
[13] Cc1nn(-c2ccccc2)c(C)c1/C=C/C(=O)OCC(=O)N(C)C1CCS(=O)(=O)C1 (centres undefined)
[14] CCCC(c1nnnn1CS(=O)(=O)c1ccc(C)cc1)N1CCN(c2ccc(F)cc2)CC1 (centres undefined)
[15] Cc1ncc(CCl)c2c1OC(C)(C)OC2
[16] CCOC(=O)c1c(NC(=O)/C=C/C(=O)O)sc(C)c1-c1ccc(F)cc1

Screen / compound no.	9	10	11	12	13	14	15	16
PPARg SRC-1 ag	0	6	3	1	-8	-6	4	0
PPARg SRC-3 ag	-2	-4	0	5	-3	4	0	-5
PMI act satM6P	1	1	1.1	1.2	1	0.8	1.7	1.1
TR-FRET SRC-2 ct	1603	1690	1489	1467	1489	1680	1497	1461
PMI act	1	1.1	1.2	1	1	0.8	1.6	1
PPARg SRC2 recr	8	2	-3	5	0	6	-5	-1
Diaph inh CS	18	7	7	1	6	24	-4	10
S1P3 antag	-7	-4	-11	-43	-13	4	.	-15
ROMK mod	.	-1.5	1.5	.	-0.19	.	0.35	0.17
G6PDH counter	-7	1	12	-6	6	5	11	2
Diaph act CS	0.8	0.9	0.9	1	0.9	0.8	1	0.9

[17] COC(=O)c1c(NC(=O)Cn2cc([N+](=O)[O-])cn2)sc2c1CCC2
[18] O=C1C2C3c4ccccc4C(c4ccccc43)C2C(=O)N1/N=C/c1cccc(O)c1 (centres undefined)
[19] Cc1ccc(C)c(SCc2noc(C(=O)NC(C)C)c2C(=O)O)c1
[20] N#Cc1c(-c2ccccc2)[nH]c(=S)[nH]c1=O
[21] CC(C)Oc1ccc(N2C(=O)c3ccccc3C2=O)cc1
[22] O=S(=O)(N/N=C1/CCCc2ccccc21)c1ccc(Br)cc1
[23] CCOC(=O)C(=Nc1ccc(Cl)cc1)NO
[24] O=C(OCn1nnc2ccccc2c1=O)c1ccc2ncsc2c1

Screen / compound no.	17	18	19	20	21	22	23	24
PPARg SRC-1 ag	-2	7	0	0	-6	2	-1	0
PPARg SRC-3 ag	1	8	0	-7	-13	-17	1	-6
PMI act satM6P	1	0.8	0.9	1.1	0.9	1	1.1	1
TR-FRET SRC-2 ct	1511	1650	1662	1506	1327	1487	1624	1512
PMI act	1.1	0.8	1	1	1	1	1.1	1
PPARg SRC2 recr	-2	2	6	6	3	-3	5	-2
Diaph inh CS	16	25	10	51*	15	20	3	-2
S1P3 antag	.	.	.	.	.	.	3	-19
ROMK mod	.	-0.22	.	-1.3	1.4	-3.7*	-0.36	.
G6PDH counter	8	6	0	3	2	6	5	2
Diaph act CS	0.8	0.8	0.9	0.5	0.8	0.8	1	1

[25] CS(=O)(=O)N(CCc1ccccc1)CC(=O)NCc1ccccn1
[26] N#CC(C(=O)c1ccc(S(=O)(=O)N2CCCCCC2)cc1)c1nc2ccccc2[nH]1 (centres undefined)
[27] Cc1cc(N)c(C)c([N+](=O)[O-])c1C
[28] CCOc1ccccc1-n1c(SCC(=O)NC2CCCC2)nnc1-c1ccoc1C
[29] CCOc1ccc(N2C(=O)/C(=C/c3ccccc3OCC(=O)OC)N(CC(=O)OC)C2=S)cc1
[30] Cc1ccc(-c2cc(C(=O)O)n[nH]2)s1
[31] CCOC(=O)N1CCN(C(=O)c2ccc(CNS(=O)(=O)c3ccc(C)cc3)cc2)CC1
[32] CCN(CC)CCNC(=O)C1c2ccccc2C(=O)N(C)C1c1cn(C)c2ccccc12 (centres undefined)

Screen / compound no.	25	26	27	28	29	30	31	32
PPARg SRC-1 ag	0	1	2	-7	1	-5	1	1
PPARg SRC-3 ag	10	12	-1	8	-1	1	11	6
PMI act satM6P	1	1	1	0.8	0.8	1.1	0.9	0.8
TR-FRET SRC-2 ct	1517	1560	1523	1675	1726	1558	1639	1643
PMI act	0.9	1	1	0.8	0.8	1.1	0.9	0.9
PPARg SRC2 recr	-13	3	2	-4	0	7	-2	2
Diaph inh CS	12	7	2	28	22	1	23	17
S1P3 antag	-8	-12	2	-14	-9	-2	-28	.
ROMK mod	1.5	0.5	-0.67	.	-0.038	-0.081	.	-0.55
G6PDH counter	0	11	18	9	16	1	-4	8
Diaph act CS	0.9	0.9	1	0.7	0.8	1	0.8	0.8

The closing three compounds of the section above are carried over, then new ones follow:
[30] Cc1ccc(-c2cc(C(=O)O)n[nH]2)s1
[31] CCOC(=O)N1CCN(C(=O)c2ccc(CNS(=O)(=O)c3ccc(C)cc3)cc2)CC1
[32] CCN(CC)CCNC(=O)C1c2ccccc2C(=O)N(C)C1c1cn(C)c2ccccc12 (centres undefined)
[33] O=C(NCC1CCS(=O)(=O)C1)Oc1ccccc1 (centres undefined)
[34] COc1cc(C(=O)Oc2ccccc2/C=N/NC(=O)c2ccc(Cl)cc2Cl)cc(OC)c1OC
[35] Cn1nc(-c2ccc(N3CCOCC3)c(NC(=O)c3ccccc3)c2)c2ccccc2c1=O
[36] O=C(/C=C/c1ccnc2ccccc12)c1cccs1
[37] Cc1ccc2cc(CN(CCN(C)C)C(=O)Nc3ccc(Cl)cc3)c(=O)[nH]c2c1
[38] CC(=O)c1ccc(OCC(=O)Nc2ccc3c(c2)CCC3)cc1
[39] O=c1[nH]c(SCc2ccc(Cl)cc2)nc2[nH]ncc12
[40] Cc1nc2c3ccccc3nc(NNC(=O)CCC(=O)NC3CCCC3)n2n1

Screen / compound no.	30	31	32	33	34	35	36	37	38	39	40
PPARg SRC-1 ag	-5	1	1	-1	10	-5	-3	-4	9	-1	1
PPARg SRC-3 ag	1	11	6	1	9	-1	-2	-1	8	2	1
PMI act satM6P	1.1	0.9	0.8	1.1	0.9	.	0.9	.	1.1	1.1	0.6
TR-FRET SRC-2 ct	1558	1639	1643	1526	1551	1666	1322	1349	1707	1709	1643
PMI act	1.1	0.9	0.9	1	0.9	.	0.9	.	1	1	0.7
PPARg SRC2 recr	7	-2	2	4	-6	1	-12	-5	5	-2	3
Diaph inh CS	1	23	17	8	17	.	7	.	3	16	17
S1P3 antag	-2	-28	.	-20	.	14	0	-14	-15	-15	-1
ROMK mod	-0.081	.	-0.55	.	.	.	-0.72	-0.91	-0.8	1	0.24
G6PDH counter	1	-4	8	6	-20	.	18	9	3	3	1
Diaph act CS	1	0.8	0.8	0.9	0.8	.	0.9	.	1	0.8	0.8

[41] CCOC(=O)CC1C(=O)NCCN1S(=O)(=O)c1ccccc1Cl (centres undefined)
[42] O=c1c2ccccc2nc2n1CCS2
[43] N#C/C(=C/c1ccc(Sc2nc3ccccc3[nH]2)o1)c1cccc(F)c1
[44] COc1ccc(Cn2c(N)c(S(=O)(=O)c3cccs3)c3nc4ccccc4nc32)cc1
[45] CCNC(=S)NNC(=O)c1cc(-c2ccc(OCC)cc2)nc2ccccc12
[46] O=C(O)CCc1ccc(-c2ccccc2)n1Cc1ccco1
[47] Cc1ccc2c(Cl)cc(Cl)c(OCC(=O)Nc3cccc(S(N)(=O)=O)c3)c2n1

Screen / compound no.	41	42	43	44	45	46	47
PPARg SRC-1 ag	-8	0	7	3	9	1	4
PPARg SRC-3 ag	-11	-6	5	6	15	-7	2
PMI act satM6P	1.1	0.9	0.9	0.7	1	1	0.8
TR-FRET SRC-2 ct	1498	1458	1625	1704	1557	1449	1638
PMI act	1.1	1	0.6	0.8	1.1	0.9	1
PPARg SRC2 recr	-5	2	10	8	3	5	0
Diaph inh CS	8	24	15	26	18	16	24
S1P3 antag	.	5	.	.	.	.	2
ROMK mod	.	.	-0.6	.	-0.37	0.29	.
G6PDH counter	16	5	13	2	10	6	12
Diaph act CS	0.9	0.8	0.8	0.7	0.8	0.8	0.8
